MEX-5 binding: C. elegans MEX-5 TCR-2 RNA binding activity | Q9XUB2 | MEX-5/FITC-TCR2 RNA binding, fluorescence polarization; hits give low values | activity score (negative = inhibition of binding), % at 10 µM | hit rate 0.38% among 300,000 | AID 1832;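 active = inhibition past about -25% in most replicates, and total fluorescence under double the plate's negative control median, limit read from the data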;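 also: 0% = DMSO and -100% = 5 µM competing unlabeled TCR2 RNA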
Fam108B inh: counter-screen for RBBP9 inhibitors: inhibitors of mouse Fam108B. inhibition, % at 9.51 µM. hit rate 0.33% among 300,000. AID 1947. recombinant Fam108B, FP-Rh probe fluorescence polarization;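 active = inhibition above the screen mean inhibition plus 3 SD, computed separately per campaign, cut at about 18% in these data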;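 also: inhibitors lower polarization as less probe binds the enzyme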
Efflux pump inh: inhibitors of Candida antifungal efflux pumps expressed in yeast; S. cerevisiae Candida pump triplex, Nile Red efflux; inhibition, % at 10 µM; hit rate 0.44% among 330,000;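 active = plate passing quality check with inhibition over a set limit, or well fluorescence over plate mean plus 4 SD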;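 also: Nile Red retained in pooled yeast measured as flow cytometry median fluorescence; 0% = buffer negative control and 100% = Enniatin B positive control; higher means more Nile Red kept so more efflux inhibition; some compounds called inactive have numbers as strong as hits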
ZTA DNA inh: blocks Epstein-Barr virus ZTA, an EBNA-1 counter-screen | P03206 | ZTA-DNA binding, fluorescence polarization | inhibition, % at 11 µM | hit rate 0.15% among 320,000; in the data active = inhibition above about 33%
GLD-1 TGE inh: GLD-1-TGE RNA interaction inhibition (C. elegans) | hit rate 0.44% among 320,000 | AID 2280 | purified GLD-1 + fluorescein TGE RNA, fluorescence polarization | inhibition, % at 5.96 µM | Q17339;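 active = percent inhibition above a per-plate cutoff, the plate mean of test compounds plus 3 SD, cut at about 30% in these data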;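 also: 0% = DMSO wells with GLD-1 and probe and 100% = wells lacking GLD-1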
Target sequence (Q17339 whole entry, looked up): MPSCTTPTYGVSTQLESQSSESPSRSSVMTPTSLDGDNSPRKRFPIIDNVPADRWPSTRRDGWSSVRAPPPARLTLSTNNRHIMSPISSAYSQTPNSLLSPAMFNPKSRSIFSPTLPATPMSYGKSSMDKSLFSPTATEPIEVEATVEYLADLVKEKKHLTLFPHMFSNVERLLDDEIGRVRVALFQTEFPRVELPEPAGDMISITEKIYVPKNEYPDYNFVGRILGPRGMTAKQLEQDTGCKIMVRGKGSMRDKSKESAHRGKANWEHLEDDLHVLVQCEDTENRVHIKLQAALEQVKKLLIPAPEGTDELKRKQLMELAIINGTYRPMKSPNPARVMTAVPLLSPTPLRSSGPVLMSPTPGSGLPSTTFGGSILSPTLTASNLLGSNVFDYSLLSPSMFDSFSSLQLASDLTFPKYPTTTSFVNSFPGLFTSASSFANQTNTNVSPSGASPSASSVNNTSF
MCL1 BIM primary: inhibitors of human MCL1 binding to BIM-BH3 peptide; inhibition, % at 10.9 µM; Q07820; GST-MCL1 / FITC-Bim-BH3 fluorescence polarization; hit rate 0.68% among 320,000;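 active = inhibition above the mean inhibition of all tested compounds plus 3 SD, set per campaign, cut at about 40% in these data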;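 also: 0% = DMSO wells and 100% = unlabeled Bim-BH3 peptide control; higher means more loss of mP so more displacement of Bim peptide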
Target sequence (Q07820 whole entry, looked up): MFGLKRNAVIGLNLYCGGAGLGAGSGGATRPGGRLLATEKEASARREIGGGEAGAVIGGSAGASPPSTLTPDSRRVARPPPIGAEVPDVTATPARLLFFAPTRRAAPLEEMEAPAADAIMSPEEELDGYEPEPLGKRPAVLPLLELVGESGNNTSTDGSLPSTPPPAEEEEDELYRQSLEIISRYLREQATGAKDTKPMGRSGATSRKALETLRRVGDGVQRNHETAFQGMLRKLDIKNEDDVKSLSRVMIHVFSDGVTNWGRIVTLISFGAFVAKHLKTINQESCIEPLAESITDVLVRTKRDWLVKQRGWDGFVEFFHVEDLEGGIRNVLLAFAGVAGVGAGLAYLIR
BCLXL inh: blocks human Bcl-xL binding to Bim BH3 peptide; Q07817; GST-Bcl-xL / FITC-Bim BH3 peptide fluorescence polarization; inhibition, % at 10.9 µM; hit rate 0.7% among 320,000; AID 2129;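 active = inhibition above the mean of all tested compounds plus 3 SD, cutoff set per campaign, cut at about 30% in these data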;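 also: 0% = DMSO wells and 100% = unlabeled Bim-BH3 peptide competitor; inhibitors lower millipolarization by displacing the labeled peptide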
Target sequence (Q07817 whole entry, looked up): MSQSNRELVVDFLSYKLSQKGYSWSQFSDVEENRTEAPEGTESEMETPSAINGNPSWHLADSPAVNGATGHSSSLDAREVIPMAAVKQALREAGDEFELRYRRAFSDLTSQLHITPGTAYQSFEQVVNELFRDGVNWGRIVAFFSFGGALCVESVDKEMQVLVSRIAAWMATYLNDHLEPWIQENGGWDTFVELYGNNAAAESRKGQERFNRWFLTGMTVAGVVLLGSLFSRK
CR mimetic SO: caloric restriction mimetics inhibiting age-related superoxide in yeast. S. cerevisiae aged cells, superoxide DHE fluorescence; hits give low values. superoxide response (% of plate mean), % at 10 µM. hit rate 0.18% among 330,000;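 active = superoxide response under a set limit, about three screen SD below normal, cut at about 65% in these data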;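 also: yeast aged for seven days with compound at 30 °C before DHE staining; 100% = average MFI of all compound-treated wells on the plate with controls excluded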
EBNA-1 inh: blocks EBNA-1 binding to DNA. hit rate 0.34% among 300,000. inhibition, % at 14.8 µM. EBNA-1 DNA binding, fluorescence polarization; in the data active = inhibition above about 28%
* hit, by the source's call; / = not tested or not shown.

SMILES	MEX-5 binding	Fam108B inh	Efflux pump inh	ZTA DNA inh	GLD-1 TGE inh	MCL1 BIM primary	BCLXL inh	CR mimetic SO	EBNA-1 inh
Cc1cccc(C(=O)NNC(=O)c2csc(N3CCOCC3)n2)c1C	-12	1	0.0	4	-1	1	2	94	-2
CCCCC(=O)NC(Nc1ccc(C)cn1)(C(=O)OCC)C(F)(F)F (centres undefined)	0.2	3	0.0	-9	5	1	7	106	-11
COc1ccc(C(c2nnnn2C2CCCCC2)N2CCN(c3ccccc3F)CC2)cc1 (centres undefined)	0.3	-8	0.5	-11	3	9	-2	101	-18
CCOC(=O)c1ccc(NC(=O)COc2ccc(S(=O)(=O)NC(C)CC)cc2)cc1 (centres undefined)	1.0	-1	-0.2	6	4	7	7	116	-4
O=C(O)C1C2C=CC(C2)C1C(=O)Nc1ccc(Cl)c(Cl)c1 (centres undefined)	-1.4	-2	0.0	2	2	0	6	98	-4
COc1ccc(N(C(=O)c2ccco2)C(C(=O)NC2CCCC2)c2ccc(OC)c(OC)c2)cc1 (centres undefined)	-0.4	-1	-0.2	14	0	-6	-1	87	4
O=C(Cn1nnc(-c2ccccc2F)n1)Nc1ccc(C(=O)N2CCOCC2)cc1	-0.3	2	0.1	3	1	6	8	105	0
COc1ccccc1NC(=S)NNC(=O)c1nn(C)c(C)c1Cl	-5.4	-2	-0.1	5	6	7	4	97	7
CCOC(=O)C1CCCN(C(=O)/C=C/c2ccc([N+](=O)[O-])cc2)C1 (centres undefined)	-0.1	2	0.1	-3	-2	3	3	110	3
Cc1cc(C)cc(N(CC(=O)NC2CCCC2)C(=O)CNC(=O)c2cccs2)c1	0.9	-4	0.0	9	4	4	3	115	3
C[C@H](NC(=O)c1nc[nH]c1C(=O)N(C)Cc1ccccc1)C(=O)OC(C)(C)C	/	1	0.2	-7	-3	-4	1	103	6
COc1ccccc1/C=N/NC(=O)c1nnn(-c2nonc2N)c1-c1cccs1	-1.0	-1	0.3	1	0	2	-3	89	-25
Cc1cc2c(cc1[N+](=O)[O-])NC(CNC(C)C)CC2 (centres undefined)	-0.2	1	0.2	-15	51*	96*	98*	122	-20
CCN(C(=O)COC(=O)c1ccc2ccccc2c1)c1c(N)n(Cc2ccccc2)c(=O)[nH]c1=O	/	/	0.0	6	-1	-2	3	110	/
Cc1ccc(-c2nn(-c3ccccc3)cc2/C=N/NC(=O)CSc2nnc(C)n2-c2ccccc2)cc1	-0.2	-10	-0.1	-8	4	7	-1	105	-11
CCOC(=O)NCc1ccccc1	2.1	0	-0.1	1	5	6	1	99	7
CC(C)CNC(=O)[C@H](Cc1ccccc1)NC(=O)c1cccs1	-0.8	0	0.2	1	-5	-4	-4	98	-7
Cc1nn(CCC(=O)NNC(=S)Nc2ccccc2)c(C)c1Br	-0.2	1	-1.6	0	1	-6	2	101	1
O=C(CCc1nnc2ccc(NCc3ccco3)nn12)Nc1ccccn1	-0.6	6	0.0	-15	12	23	15	83	-6
COc1ccc(OCC(=O)Nc2cccc3cccnc23)cc1	0.0	1	0.0	1	7	4	9	101	-5
Cc1ccnn1C(C)C(=O)O (centres undefined)	1.9	6	0.0	4	-6	-3	1	82	-15
CN(c1ccccc1)S(=O)(=O)c1ccc(C(=O)OCC(=O)NCc2cccs2)cc1	1.0	0	0.3	-8	-1	-1	2	111	-5
O=C(/C=C/c1cccc([N+](=O)[O-])c1)Nc1ccc(NC(=O)c2cccs2)cc1	-2.4	-2	-0.8	-14	2	6	7	93	-2
COc1ccccc1C(=O)NC(=O)COC(=O)C1(C)CC1(Cl)Cl (centres undefined)	-1.0	-3	-0.1	7	3	1	2	101	3
Cc1ccc(Nc2nc(Nc3ccc(C)cc3)nc(SC3=NCCS3)n2)cc1	0.1	-13	-0.1	5	7	4	4	99	8
Cc1ccc(C)c(S(=O)(=O)NCCC(=O)N2CCCC(C(N)=O)C2)c1 (centres undefined)	/	/	-0.1	18	0	1	5	92	/
O=C(c1cc2ccccc2oc1=O)N(Cc1ccccc1)C1CCS(=O)(=O)C1 (centres undefined)	3.1	-1	0.1	-11	6	7	6	100	2
COc1ccc(OC)c(-c2csc(NC(=O)Cc3ccccc3)n2)c1	1.0	-3	0.5	10	9	7	0	94	-2
O=c1[nH]c(CN2CCN(c3ccccc3O)CC2)nc2ccccc12	0.0	0	0.1	2	4	-2	-2	100	-16
CCN1C(=NCCc2ccccn2)N[C@@H](c2cccc(F)c2)C(C(=O)OC)=C1C	1.8	-2	0.2	6	1	-18	-11	97	-8
O=C(CSCc1ccco1)N1CCc2ccccc21	-1.6	-1	0.2	-14	4	-2	-1	92	3
CC(C)=NOc1nc(N(C)C)nc(N2CCOCC2)n1	-2.7	-2	0.0	-9	-1	4	4	113	-4
COc1ccccc1-n1c(SCC(=O)N2CCc3ccccc32)nc2c(c1=O)SCC2	3.8	3	0.1	5	2	3	0	101	22
CC(=O)C1=C(C)NC(C)=C(C(C)=O)C1c1cn(-c2ccccc2)nc1-c1cccs1	-1.3	-2	0.1	-5	-3	-4	-2	114	8
CC(=O)Nc1ccc(S(=O)(=O)NCCc2csc(C)n2)cc1	-0.3	-3	0.0	8	0	-8	-8	100	-8
O=C(CCCn1c(SCC(=O)NCCc2ccccc2)nc2ccccc2c1=O)NCC1CCCO1 (centres undefined)	0.5	3	-0.1	6	4	-2	9	107	3
Cc1cc(C)nc(N(C#N)Cc2cccc3ccccc23)n1	1.9	4	0.2	2	4	1	4	105	8
Cc1ccccc1Nc1nnc(C)c(=O)[nH]1	2.4	-4	0.0	4	3	-5	-3	100	0
O=C(/C=C(\O)c1ccccc1)C(=O)NNC(=O)c1ccccc1[N+](=O)[O-]	-48*	4	0.1	-1	8	3	6	105	-5
O=C(CNS(=O)(=O)c1ccccc1)NCC(=O)OCc1ccc(Br)cc1	-0.3	7	0.1	-8	-2	-4	2	95	-4
CC1CN(S(=O)(=O)c2cccc(C(=O)Nc3ccccc3N3CCCC3)c2)CC(C)O1 (centres undefined)	-5.1	2	0.0	-3	-6	6	8	101	7
COc1cc(NC(=O)CN2CCCCCC2)cc(OC)c1	1.1	1	0.2	5	7	2	3	109	-3
Cc1cc(C)c(C)c(OCC(O)CN2CCN(c3ccccn3)CC2)c1 (centres undefined)	1.0	-2	0.1	17	-8	0	4	94	-1
Cc1cc(S(=O)(=O)N2CCCC2C(=O)N2CCOCC2)c(C)cc1Cl (centres undefined)	3.4	3	-0.1	1	9	4	5	92	0
COc1cc(C)ccc1OCc1cc(C(=O)N(C)CCCN2CCOCC2)no1	2.7	0	0.1	12	14	-1	1	101	-15
O=C(CC1SC(N2CCCC2)=NC1=O)Nc1ccc(C(=O)NCCc2ccc(F)cc2)cc1 (centres undefined)	0.3	-1	0.0	1	0	-3	0	101	-1
O=c1c(O)c(-c2ccc3c(c2)OCO3)oc2ccccc12	-0.2	-4	0.2	8	8	-1	-7	105	-5
O=C(COC(=O)COc1cccc(C(F)(F)F)c1)NC1CCCC1	0.2	-4	-0.1	8	6	1	3	107	14
CN(CC(=O)Nc1ccccc1Cl)C(=O)c1cc(-c2cccs2)nn1-c1ccccc1	2.3	-3	-0.1	-11	8	5	0	105	3
CC(C)(C)C(=O)NC(=S)Nc1sc2c(c1C(N)=O)CCC2	0.3	2	-0.1	-9	6	11	14	91	7
Cc1ccc(C(=O)CSc2nc3ccccc3c(=O)[nH]2)cc1	-1.3	-1	0.0	5	6	8	6	99	-5
O=C(CN1CCC(NC(=O)c2ccccc2F)CC1)NCc1ccc(F)cc1	0.8	1	0.0	-1	-5	-5	-5	106	-2
O=C(N/N=C/c1ccc[nH]1)c1ccccc1O	1.0	2	0.2	11	7	26	5	89	3
O=C(O)CCCCCCNS(=O)(=O)c1ccccc1	-1.1	-1	0.1	5	1	5	2	102	-8
Cc1ccc(C(=O)NC2CCN(C(=O)NCc3ccccc3)CC2)cc1	-0.2	-1	-0.3	23	-1	-3	3	101	3
O=C(Nc1nc2c(s1)CN(Cc1ccccc1)CC2)C1CCC1	-1.5	-4	0.4	-3	-2	9	5	98	2
Cc1c(OC(C)C(=O)NCc2ccccn2)ccc2c3c(c(=O)oc12)CCCC3 (centres undefined)	0.9	1	1.8*	-9	4	4	12	109	-5
CCOC(=O)c1cn2nc(-c3ccc(OCC)cc3)cc2nc1C1CCN(C(=O)OC(C)(C)C)CC1	0.2	0	0.1	-1	-3	4	-4	96	0
COc1cc(C(=O)OCC(=O)Nc2cc(-c3cc(C)c(C)cc3C)nn2-c2ccccc2)cc(OC)c1OC	-0.1	3	-0.1	-3	-3	-20	-6	106	-11
Nc1c(C(=O)NC2CCCC2)c2nc3ccccc3nc2n1N	0.6	1	0.1	4	-4	12	12	114	1
O=C(CN1C(=O)COc2ccc(S(=O)(=O)N3CCCC3)cc21)N1CCCC1	1.7	-2	0.0	6	-3	-1	-3	84	-1
COc1cccc(-c2ccc(-c3noc(-c4cccs4)n3)c(OC)n2)c1	0.7	-4	-0.2	-28	3	-21	-14	99	-14

A second format for 11 compounds above.
Compound | MEX-5 binding | Fam108B inh | Efflux pump inh | ZTA DNA inh | GLD-1 TGE inh | MCL1 BIM primary | BCLXL inh | CR mimetic SO | EBNA-1 inh
CC1CN(S(=O)(=O)c2cccc(C(=O)Nc3ccccc3N3CCCC3)c2)CC(C)O1 (centres undefined) | -5.1 | 2 | 0.0 | -3 | -6 | 6 | 8 | 101 | 7
COc1cc(NC(=O)CN2CCCCCC2)cc(OC)c1 | 1.1 | 1 | 0.2 | 5 | 7 | 2 | 3 | 109 | -3
Cc1cc(C)c(C)c(OCC(O)CN2CCN(c3ccccn3)CC2)c1 (centres undefined) | 1.0 | -2 | 0.1 | 17 | -8 | 0 | 4 | 94 | -1
Cc1cc(S(=O)(=O)N2CCCC2C(=O)N2CCOCC2)c(C)cc1Cl (centres undefined) | 3.4 | 3 | -0.1 | 1 | 9 | 4 | 5 | 92 | 0
COc1cc(C)ccc1OCc1cc(C(=O)N(C)CCCN2CCOCC2)no1 | 2.7 | 0 | 0.1 | 12 | 14 | -1 | 1 | 101 | -15
O=C(CC1SC(N2CCCC2)=NC1=O)Nc1ccc(C(=O)NCCc2ccc(F)cc2)cc1 (centres undefined) | 0.3 | -1 | 0.0 | 1 | 0 | -3 | 0 | 101 | -1
O=c1c(O)c(-c2ccc3c(c2)OCO3)oc2ccccc12 | -0.2 | -4 | 0.2 | 8 | 8 | -1 | -7 | 105 | -5
O=C(COC(=O)COc1cccc(C(F)(F)F)c1)NC1CCCC1 | 0.2 | -4 | -0.1 | 8 | 6 | 1 | 3 | 107 | 14
CN(CC(=O)Nc1ccccc1Cl)C(=O)c1cc(-c2cccs2)nn1-c1ccccc1 | 2.3 | -3 | -0.1 | -11 | 8 | 5 | 0 | 105 | 3
CC(C)(C)C(=O)NC(=S)Nc1sc2c(c1C(N)=O)CCC2 | 0.3 | 2 | -0.1 | -9 | 6 | 11 | 14 | 91 | 7
Cc1ccc(C(=O)CSc2nc3ccccc3c(=O)[nH]2)cc1 | -1.3 | -1 | 0.0 | 5 | 6 | 8 | 6 | 99 | -5

Screening data from PubChem BioAssay.
